Salmonella PhoP GFP: inhibitors of PhoP regulon expression, primary screen, Salmonella Typhimurium, GFP reporter (AID 1863). S. Typhimurium PhoP-regulated promoter GFP reporter, 4 h; higher % means a stronger effect. inhibition, % at 50 µM, or IC50 in µM where a hit was titrated. actives 0.16% (n = 300,000);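 active = inhibition over 29.93%, a cutoff 3 SD above the screen mean, later confirmed by dose response; inconclusive = inhibition over 29.93% but no dose response follow-up; inactive = inhibition at most 29.93% or unconfirmed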;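 also: 0% = low Mg2+ inducing control and 100% = high Mg2+ repressing control; strong numbers were not always called active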
PMI inhibition: human PMI inhibitors, high substrate, primary screen, biochemical, fluorescence intensity, high mannose 6-phosphate (AID 1220); actives 0.66% (n = 190,000); Mannose-6-phosphate isomerase (Homo sapiens); one-dose inhibition, % at 20 µM; IC50 in µM for titrated hits; recombinant PMI enzyme, coupled fluorescence intensity; higher % means a stronger effect
West Nile antiviral: West Nile virus antiviral activity, cell-based, CPE readout (AID 1621); West Nile virus-infected cells, CPE inhibition; higher % means a stronger effect; one-dose CPE inhibition, % at 10 µM; IC50 in µM for titrated hits; actives 0.02% (n = 290,000); in the data active = a potency from the dose series; inconclusive = CPE inhibition mostly from about 3.7% at the one dose, without a potency; inactive = the rest, 99 in 100 with CPE inhibition below about 2.2%; also: strong numbers were not always called active
Insulin prom up: insulin promoter activators in MIN6 cells, imaging, high-content screening, mouse beta cells; z-score at 5 µM; actives 0.3% (n = 190,000); MIN6 insulin promoter-GFP reporter; active compounds read high; AID 1625, 2009;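 active = z-score above 3 at 5 µM with at least 500 cells counted in the well; inconclusive = wells under 500 cells, flagged as cytotoxic or low count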
TNAP activators: human TNAP enzyme activators, primary screen, biochemical, luminescent, no phosphate acceptor, uHTS (AID 1001); one-dose activation fold at 20 µM; EC50 in µM for titrated hits; actives 0.03% (n = 200,000); purified TNAP, luminescent activation assay, no phosphate acceptor; higher activation fold means a stronger effect; Alkaline phosphatase, tissue-nonspecific isozyme (Homo sapiens); in the data active = activation fold from about 3, or a potency from the dose series; inactive = the rest, 99 in 100 with activation fold below about 1.6; also: many of its hits are not listed in these tables
RSV CPE inhibition: RSV antiviral activity via CPE protection, HEp-2 cells, primary 10 µM value included (AID 2391); HEp-2 cells, RSV-induced CPE inhibition; higher % means a stronger effect; CPE inhibition, % at 10 µM; hits with a dose series show IC50 in µM; actives 0.13% (n = 310,000); in the data active = a potency from the dose series; inconclusive = CPE inhibition mostly from about 23% at the one dose, without a potency; inactive = the rest, 99 in 100 with CPE inhibition below about 21%; also: strong numbers were not always called active
Large T inhibition: SV40 large T antigen inhibitors, biochemical (AID 1903). SV40 large T antigen ATPase/helicase inhibition assay; higher % means a stronger effect. inhibition, % at 20 µM, or IC50 in µM where a hit was titrated. actives 0.39% (n = 310,000); in the data active = a potency from the dose series; inconclusive = inhibition mostly from about 32% at the one dose, without a potency; inactive = the rest, 99 in 100 with inhibition below about 32%; also: strong numbers were not always called active
ER stress rescue: rescue of cells from ER stress-induced death, primary screen, 384-well, CSM14.1, thapsigargin, ATP luminescence (AID 1222); CSM14.1 thapsigargin-induced death rescue, ATP luminescence; higher % means a stronger effect; cellular ATP content (survival), % at 20 µM; hits with a dose series show EC50 in µM; 190,000 tested, under 10 active;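 active = EC50 below 50 µM in the dose-response confirmation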;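 also: death triggered by thapsigargin at about 15 µM added after 2 h compound pretreatment; cell ATP read after overnight thapsigargin exposure of roughly 18 to 22 hours; normalized against plate controls of thapsigargin alone and 5% DMSO vehicle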
human PMI inhibition: inhibitors of human PMI, primary screen, biochemical, fluorescence intensity, coupled assay (AID 1209); actives 0.42% (n = 190,000); one-dose inhibition, % at 20 µM; IC50 in µM for titrated hits; purified PMI enzyme, coupled fluorescence intensity; higher % means a stronger effect;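 also: plate controls were DMSO vehicle for no effect and wells lacking substrate for full effect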
Insulin prom up cell count: second read-out of Insulin prom up, no call of its own (marks repeat the call); cell count; measured here: cytotoxicity, nuclei count;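 total cells summed across four imaged fields per well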
* hit, by the source's call; ? = inconclusive; / = not tested or not shown. Rule as the data show it, unless noted: active = inhibition above about 50%; inactive = the rest.

SMILES	Salmonella PhoP GFP	PMI inhibition	West Nile antiviral	Insulin prom up	Insulin prom up cell count	TNAP activators	RSV CPE inhibition	Large T inhibition	ER stress rescue	human PMI inhibition
CCN(CC)CCN1C(=O)/C(=C\c2ccc(Cl)c([N+](=O)[O-])c2)SC1=Nc1ccc(OC)cc1	1%	/	?	/	/	/	-2.1%	5%	/	/
COc1cc(/C=C/C(=O)OCC(=O)N2CCc3ccccc3C2)ccc1O	-7%	19%	-0.8%	0.38	1304	1	1.0%	?	6.9%	12%
O=C(NCCNc1ccc([N+](=O)[O-])cc1Cl)c1ccccc1F	-5%	/	-0.6%	/	/	/	9.0%	0%	/	/
COc1ccc(NC(=S)NN2CCOCC2)cc1OC	-11%	13%	0.3%	0.25	1391	1.2	0.4%	17%	-0.9%	20%
Nc1cccc(C(=O)O)c1	3%	-10%	1.0%	/	/	1.1	0.5%	10%	-1.7%	-4%
Cc1ccc(NCc2nnc(SCC(=O)Nc3ncc(C)s3)n2CC2CCCO2)c(C)c1 (centres undefined)	11%	2%	-0.5%	1	1320	1.1	2.0%	18%	2.1%	-4%
COc1ccccc1NS(=O)(=O)c1ccc(NC(=O)c2nc3ncccn3n2)cc1	0%	-1%	-0.1%	0.56	1115	1.1	/	3%	1.3%	8%
COc1cc(S(=O)(=O)NC2CCCCC2)ccc1F	3%	1%	-0.2%	0.68	704	1.1	0.5%	-9%	0.1%	10%
O=C(CCn1c2c(c3ccccc31)CCCC2)NNC(=O)c1ccccc1C(=O)O	2%	/	0.2%	0.22	1156	/	2.6%	18%	/	/
CNC(=O)c1cc(C(=O)c2ccc(F)cc2Cl)c[nH]1	6%	/	-0.8%	/	/	/	-0.2%	13%	/	/
Fc1cccc(Cc2noc(CN3CCN(C4CCc5ccccc5C4)CC3)n2)c1 (centres undefined)	8%	15%	-0.4%	/	/	1.1	1.5%	2%	2.2%	6%
Cc1nc(Nc2ccc(F)cc2)[nH]c(=O)c1CCC(C)C	-14%	-2%	-1.1%	?	/	0.9	?	1%	-1.8%	-5%
Cc1ccc(/C=N/N(C)C2=NS(=O)(=O)c3ccccc32)cc1	5%	/	-0.1%	/	/	/	0.3%	-1%	/	/
COc1cc2c(cc1OC)C(C(C)C)=NC(C)(C)C2	2%	-10%	0.4%	0.33	1227	1.1	1.4%	7%	-3.7%	-17%
Cc1nn(-c2ccccc2)c(C)c1/C=N/NC(=O)c1cc(O)cc(O)c1	-1%	/	2.3%	/	/	/	0.4%	7%	/	/
O=C(N/N=C/c1cccs1)c1ccc2c(c1)OCO2	5%	10%	/	-0.05	1386	1.1	0.6%	11%	-5.2%	8%
COc1ccc(CCNC2=C(Cl)C(=O)N(Cc3ccccc3)C2=O)cc1OC	-4%	3%	-0.9%	-0.78	1385	1	6.3%	11%	1.0%	-8%
CN(C)/C=C1\C(=O)N(c2ccc(Oc3ccccc3)cc2)CS1=O (centres undefined)	5%	42%	-0.2%	0.95	1514	1.1	1.6%	2%	-1.4%	8%
CCOc1ccc(N2C(=O)CN=C2Nc2ccccc2Cl)cc1	-3%	-1%	-0.3%	-1.1	1583	1.1	-1.1%	5%	-0.9%	1%
O=C(CC(c1ccccc1)c1cc(Cl)ccc1O)NCCN1CCOCC1 (centres undefined)	-8%	/	-0.3%	1.2	956	/	-1.4%	24%	/	/

Arranged by the number under RSV CPE inhibition (largest number first): some entries from above.
| SMILES | Salmonella PhoP GFP | PMI inhibition | West Nile antiviral | TNAP activators | RSV CPE inhibition | Large T inhibition | human PMI inhibition |
| --- | --- | --- | --- | --- | --- | --- | --- |
| O=C(NCCNc1ccc([N+](=O)[O-])cc1Cl)c1ccccc1F | -5% | / | -0.6% | / | 9.0% | 0% | / |
| Cc1nn(-c2ccccc2)c(C)c1/C=N/NC(=O)c1cc(O)cc(O)c1 | -1% | / | 2.3% | / | 0.4% | 7% | / |
| Cc1ccc(/C=N/N(C)C2=NS(=O)(=O)c3ccccc32)cc1 | 5% | / | -0.1% | / | 0.3% | -1% | / |

Next part.
SMILES	Salmonella PhoP GFP	PMI inhibition	West Nile antiviral	Insulin prom up	Insulin prom up cell count	TNAP activators	RSV CPE inhibition	Large T inhibition	ER stress rescue	human PMI inhibition
Cc1nnc(SCC(=O)NC(=O)Nc2ccc3c(c2)OCCO3)n1N	11%	/	0.1%	0	1343	/	1.4%	7%	/	/
Cc1cccc(OCCCn2c(CCNC(=O)C(C)C)nc3ccccc32)c1	-5%	-6%	-0.1%	-0.73	919	1	-0.1%	8%	-0.7%	-8%
O=C(/C=C/c1ccc(Cl)cc1)NCCCN1CCOCC1	-3%	/	-1.0%	/	/	/	0.4%	9%	/	/
COc1c2c(cc3oc(C)cc(=O)c13)OC(C(C)(C)OC1OC(CO)C(O)C(O)C1O)C2 (centres undefined)	-2%	8%	-0.1%	1.4	1258	1	-0.3%	17%	-5.1%	-4%
CCOc1ccc(NC(=O)c2ccc(CSc3nnnn3C)cc2)cc1	3%	-13%	-0.1%	0.16	1290	1.2	18%	3%	4.9%	-20%
CCn1c(C)nc2cc(S(=O)(=O)C(F)(F)C(F)C(F)(F)F)ccc21 (centres undefined)	-3%	-8%	/	-2.9	893	1.1	-0.5%	6%	-0.7%	-7%
CCn1c(O)c(C#N)c(C)cc1=O	-4%	/	0.1%	-0.47	1429	/	/	8%	/	/
NC(N)=NS(=O)(=O)c1ccc(NC(=S)NC(=O)c2sc3ccccc3c2Cl)cc1	-10%	-11%	-0.2%	-0.06	1330	0.7	0.8%	1%	-0.5%	4%
CCCCc1cc(=O)oc2cc(C)cc(OCC(=O)O)c12	-3%	-8%	0.1%	0.66	1197	1.2	0.7%	12%	2.1%	-9%
Cc1nn(-c2ccccc2)c(Cl)c1/C=C(\CC(=O)O)c1nc2ccccc2s1	-6%	-1%	0.0%	0.12	880	1	1.9%	5%	0.8%	3%
O=S(=O)(Cc1ccccc1)N=Nc1c(O)[nH]c2ccc(Br)cc12	-7%	/	0.3%	0.96	1350	/	4.0%	6%	/	/
Cn1c(/C=C/c2cccc([N+](=O)[O-])c2)c([N+](=O)[O-])c(=O)n(C)c1=O	2%	/	2.2%	/	/	/	42%	-2%	/	/
O=C(NCc1ccccn1)c1ccc(N2CCCC2)c([N+](=O)[O-])c1	4%	-11%	-0.5%	-0.81	1380	1	1.0%	26%	-0.7%	-10%
Cn1ccnc1C1CCCCN1Cc1nc(Cc2ccccc2F)no1 (centres undefined)	1%	4%	-0.4%	-0.6	1511	1.1	0.1%	6%	2.2%	6%
CC1(C)Cc2cccc(OCC(=O)NC3CC3)c2O1	14%	8%	0.3%	1.1	786	1.1	1.4%	22%	3.7%	14%
CC1CCCC(NC(=S)Nc2cccc(S(=O)(=O)N(C)C)c2)C1C (centres undefined)	2%	13%	-1.6%	0.25	1266	1.1	3.8%	5%	0.6%	15%
COc1ccc(C2C(=O)c3ccccc3C2=O)c(OC)c1	-10%	17%	0.1%	0.91	1649	1.1	1.9%	33%	-1.9%	0%
O=C(CSc1nnc2ccccn12)Nc1nsc(-c2ccccc2)n1	5%	2%	1.2%	0.18	1253	1.2	3.6%	7%	-1.9%	10%
O=C(COc1ccc(Br)cc1)NC1CC1	7%	/	0.0%	/	/	/	1.1%	8%	/	/
CC(C)C(NC(=O)c1cccs1)C(=O)NC1=NCCS1 (centres undefined)	-9%	-4%	0.4%	-0.06	1327	1.1	1.7%	3%	/	2%
Cc1ccc(S(=O)(=O)Nc2nc3c(s2)C(=O)CC(C)(C)C3)cc1	3%	-3%	-0.1%	0.19	1441	1.1	-2.0%	9%	0.3%	-11%
CCOc1ccc(N(CC(=O)Nc2nccs2)S(=O)(=O)c2c(C)[nH]c(=O)[nH]c2=O)cc1	4%	5%	1.5%	0.37	1196	1.1	0.6%	14%	1.1%	2%
O=C(NCCc1c[nH]c2ccccc12)C(=O)c1c[nH]c2ccccc12	2%	/	0.3%	/	/	/	3.6%	9%	/	/
C#CCOc1ccccc1/C=C1/C(=O)ON=C1C	20%	/	0.0%	/	/	/	1.7%	28%	/	/
Cc1ccc(C)c(NS(=O)(=O)c2cc(C(=O)NCc3ccncc3)ccc2C)c1	-8%	/	-0.2%	/	/	/	0.6%	4%	/	/
COc1ccc(OC)c(/C=C/C(=O)Nc2ccc(OC)nc2)c1	0%	13%	-0.4%	0.01	1253	1	2.8%	-1%	-1.0%	-3%
Cc1nc2ccccc2c(=O)n1Cc1ccco1	-3%	/	0.1%	0.14	1429	/	2.1%	11%	/	/
CN(CCOc1ccc(Cl)cc1)C(=O)C1CCN(C(=O)c2ccc(F)cc2)CC1	-5%	/	-0.7%	/	/	/	1.9%	10%	/	/
COC(=O)C1=CN(Cc2ccc(OC)c(OC)c2)C=C(C(=O)OC)C1c1cccs1	-6%	11%	-0.8%	-0.3	1325	1.1	/	35%	-0.3%	4%
O=C(OCC1CC(c2ccccc2)=NO1)c1ccco1 (centres undefined)	-12%	/	0.3%	0.06	1086	/	1.0%	9%	/	/
CCn1cc(C(=O)N2CCN(c3cccc(C)c3C)CC2)c(=O)c2ccc(C)nc21	24%	/	0.5%	0.02	965	/	6.0%	-1%	/	/
Cc1csc(NC(=O)CSc2nnc(-c3cccs3)n2C)n1	3%	0%	-0.6%	-0.19	1187	1.1	1.8%	1%	-1.4%	1%
Cc1ccccc1N=Nc1ccc(O)c2ncccc12	-2%	31%	?	0.03	1342	1	-0.6%	4%	-1.7%	-12%
CC(C)(C)N1CCC1C(N)=O (centres undefined)	7%	/	-0.6%	0.48	1052	/	1.0%	-6%	/	/
COC(=O)c1c(C)[nH]c(C(=O)CSc2ccc(Cl)cc2)c1C	3%	-1%	0.5%	-0.63	950	1.1	1.1%	37%	0.8%	8%
Nc1nonc1C(=O)N1CCCC1	8%	6%	0.2%	0.08	1457	1	2.0%	6%	-2.4%	5%
COc1ccccc1CCNC(=O)NC1CCCCC1	-11%	4%	-0.5%	-0.3	1471	1.1	0.8%	10%	0.3%	6%
COc1ccc(NC(=O)CCCN2C(=O)C(c3ccccc3)Oc3cccnc32)c(OC)c1 (centres undefined)	1%	/	0.0%	/	/	/	10%	4%	/	/
CCOC(=O)Nc1ccc2nc3n(c(=O)c2c1)CCCCC3	-2%	-6%	0.4%	-0.21	1161	1.1	0.9%	17%	-1.1%	-7%
Cc1ccc(OCC(O)CN2CCN(CC(O)COc3ccc(C)cc3Cl)CC2)c(Cl)c1 (centres undefined)	7%	-3%	-1.0%	0.33	1009	1.1	-1.6%	6%	-1.8%	-1%
CN1C(=O)/C(=C\c2ccc(N(C)C)cc2)OC1=S	-15%	/	0.7%	/	/	/	0.3%	10%	/	/
Cc1ccc(-c2cc(Cc3ccncc3)c(=O)[nH]n2)cc1	-3%	/	-0.1%	-0.63	1082	/	3.2%	8%	/	/
Cc1csc(NC(=O)c2c(O)c3c(n(CC(C)C)c2=O)CCCC3)n1	-6%	10%	-0.3%	0.61	1174	1	1.8%	6%	/	12%

Screens from PubChem.
